Compound activity: PubChem, several laboratories
Rac1 mut GTP: human Rac1 activated mutant GTP binding change; hit rate 0.11% among 190,000; percent activity (GTP binding), % at 10 µM; GST-Rac1 activated beads, fluorescent GTP binding, flow cytometry; actives lie on both sides; 100% means binding = to untreated wells; P63000;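 active means GTP binding at least 20 percentage points away from the 100% baseline, in either direction, so actives lie on both sides; inconclusive means Compound likely fluorescent itself, or too few beads counted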
HRas wt GTP: changes GTP binding to wildtype human HRas | GST-Ras wt beads, Bodipy-FL-GTP binding, flow cytometry; actives lie on both sides | hit rate 0.14% among 190,000 | AID 759 | P01112 | GTP binding activity, % at 10 µM;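 active means GTP binding activity at least 20% away from the 100% baseline, either lowered as inhibitor or raised as activator; inconclusive means flagged as likely green fluorescent, judged across all proteins in the well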;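 further: 0% = unlabeled GTP competition control and 100% = no-compound control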
Target sequence (P01112 whole entry, looked up): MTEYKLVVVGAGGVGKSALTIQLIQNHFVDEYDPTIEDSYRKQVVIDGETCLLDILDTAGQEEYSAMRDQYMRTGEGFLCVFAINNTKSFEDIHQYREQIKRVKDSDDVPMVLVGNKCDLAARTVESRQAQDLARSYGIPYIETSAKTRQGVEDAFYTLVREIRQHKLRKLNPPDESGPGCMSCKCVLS
Rac1 wt modul: human Rac1 wildtype GTP binding, inhibitors and activators; AID 757; GST-Rac1 beads, fluorescent GTP binding, flow cytometry; actives lie on both sides; 0 = cold GTP competed, 100 = untreated; hit rate 0.27% among 190,000; GTP binding activity (% of control), % at 10 µM; P63000;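 active means GTP binding activity at least 20 points away from the 100% control level, either lower or higher; inconclusive means compound flagged as likely green fluorescent, judged across all proteins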
Mcl1-Noxa inh: Mcl-1/Noxa interaction inhibition. Q07820. TR-FRET Mcl-1/Noxa peptide binding, 2 h. inhibition, % at 21.7 µM. hit rate 1.5% among 220,000. AID 1022;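 active means compounds that cut the protein-peptide binding signal by more than 50% relative to plate controls in a single-dose test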;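 further: His-tagged Mcl-1 with rhodamine Noxa BH3 peptide and terbium anti-His antibody; 0% = Mcl-1 plus Noxa peptide wells and 100% = peptide-only wells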
Target sequence (Q07820 whole entry, looked up): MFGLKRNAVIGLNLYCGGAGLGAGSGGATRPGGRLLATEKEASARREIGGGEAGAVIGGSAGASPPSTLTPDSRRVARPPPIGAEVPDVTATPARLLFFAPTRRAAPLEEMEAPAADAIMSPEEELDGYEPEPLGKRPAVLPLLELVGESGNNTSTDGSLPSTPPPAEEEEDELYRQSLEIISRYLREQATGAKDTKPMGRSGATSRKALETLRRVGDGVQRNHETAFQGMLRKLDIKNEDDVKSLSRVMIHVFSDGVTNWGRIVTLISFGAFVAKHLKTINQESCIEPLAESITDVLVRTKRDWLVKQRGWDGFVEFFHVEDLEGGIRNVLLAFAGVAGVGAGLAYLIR
Rab7 wt modul: alters GTP binding to wildtype dog Rab7 | GST-Rab7 beads, fluorescent GTP binding, flow cytometry; actives lie on both sides; untreated = 100%, excess cold GTP = 0% | AID 758 | hit rate 0.055% among 190,000 | GTP binding activity (percent of control), % at 10 µM;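 active means fluorescent GTP binding to Rab7 beads changed by at least 20 points from the 100% baseline, either direction, mostly lower; inconclusive means compound itself probably fluorescent, or too few beads counted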;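 further: median green fluorescence of bound Bodipy-FL-GTP per Rab7 bead population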
Mcl1-Bid inh: disrupts binding of human Mcl-1 to Bid peptide; Q07820; TR-FRET Mcl-1/Bid-Dy647 peptide binding, 1536-well; inhibition, % at 21.7 µM; hit rate 0.97% among 220,000;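 active means compounds that cut the binding signal by more than half at the single screening dose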;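 further: His-tagged Mcl-1 with europium anti-His antibody binding Bid BH3 peptide; 0% = Mcl-1 plus peptide wells and 100% = peptide-only wells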
Rab2 wt GTP: changes GTP binding to wildtype dog Rab2A, up or down; AID 760; hit rate 0.19% among 190,000; GST-Rab2 wt beads, Bodipy-GTP binding, flow cytometry; GTP binding activity, % at 10 µM; P61105;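 active means GTP binding activity at least 20 points away from 100%, either lowered or raised; inconclusive means signal likely due to the compound's own green fluorescence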;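 further: 0% = beads with excess unlabeled GTP and 100% = no-compound control corrected for plate trend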
Pf gamet viab: P. falciparum stage V gametocyte viability inhibition; hit rate 0.065% among 150,000; inhibition, % at 10.9 µM; P. falciparum stage V gametocytes, ATP luminescence, 24 h;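 active means inhibition above the mean plus 3 SD of compounds within the control limits, set per campaign, cut at about 38% in these data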;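 further: 0% = DMSO wells and 100% = medium only without gametocytes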
GSH fluor: GSH bead compound fluorescence profile. GSH beads flow cytometry, compound fluorescence 488/530 nm; stronger effect = higher value. fluorescence (KMESF) at 10 µM. hit rate 0.25% among 190,000; in the data active means fluorescence above about 89;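 further: glutathione beads carrying GST-tagged Bcl family fusion proteins plus one bare bead set; values are compound well signal with DMSO vehicle wells as background; inactives centre near 16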
Avidin bead fluor: avidin bead compound fluorescence profile; Avidin beads, compound fluorescence 488/530 nm, flow cytometry; stronger effect = higher value; fluorescence (KMESF) at 10 µM; hit rate 0.38% among 220,000; AID 1775; in the data active means fluorescence above about 47; further: inactives centre near 10
Cdc42 wt GTP: modulators (inhibitors or activators) of GTP binding to human Cdc42 wildtype; P60953; GST-Cdc42 beads, Bodipy-GTP binding, flow cytometry; actives lie on both sides; percent activity (GTP binding), % at 10 µM; hit rate 0.2% among 190,000; AID 761;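 active means percent activity GTP binding at least 20 points away from the 100% baseline, either down as inhibitor or up as activator; inconclusive means compound flagged as likely green fluorescent from well-wide comparison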;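 further: median bead fluorescence of bound Bodipy-FL-GTP at 100 nM; 0% = excess unlabeled GTP control and 100% = no compound control; below 100% means less GTP binding so inhibitor and above means activator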
Target sequence (P60953 whole entry, looked up): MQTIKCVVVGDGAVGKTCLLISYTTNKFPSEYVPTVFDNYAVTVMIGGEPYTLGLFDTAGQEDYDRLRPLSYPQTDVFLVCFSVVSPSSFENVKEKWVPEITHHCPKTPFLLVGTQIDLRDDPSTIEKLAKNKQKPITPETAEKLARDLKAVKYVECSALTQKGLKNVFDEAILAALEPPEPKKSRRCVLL
* marks the source's active call; other numbers are inactive results; u = inconclusive; x = not tested or not shown. Compounds as they come. About 3% of those tested had a hit in this group.

SMILES	Rac1 mut GTP	HRas wt GTP	Rac1 wt modul	Mcl1-Noxa inh	Rab7 wt modul	Mcl1-Bid inh	Rab2 wt GTP	Pf gamet viab	GSH fluor	Avidin bead fluor	Cdc42 wt GTP
CCC(C)(C)NC(=O)c1cc([N+](=O)[O-])ccc1N1CCCCC1	101	101	103	-20	96	3	101	-44	14	13	104
Cc1cccc(C)c1NC(=S)N(CCN(C)C)C(C)c1cccnc1 (stereo not given)	95	96	102	-4	92	-14	97	5	17	10	95
CC12CCC(C(=O)N(CC(=O)O)C1=O)C2(C)C (stereo not given)	94	95	96	19	96	7	97	11	16	11	94
Cc1cccc2cc(/C=N/NC(=O)CN3CCCCC3)c(Cl)nc12	97	99	104	7	96	-9	97	x	18	11	96
COc1ccccc1/C=N/NC(=O)C(=O)N1CCN(c2ccccc2OC)CC1	103	103	104	9	99	-31	102	x	9	15	103
CCOC(=O)C1CCN(C(=O)c2cn(C)c(=O)c3cc(OC)c(OC)cc23)CC1	99	101	104	24	98	2	101	x	28	40	103
CCOc1ccc(NS(=O)(=O)c2ccc(NS(=O)(=O)c3ccc(SC)cc3)cc2)cc1	98	97	102	5	97	18	97	x	61	6	99
CC1=CC(=O)C=C(C)C1=NOc1ccc([N+](=O)[O-])cc1	95	93	95	22	93	35	92	15	11	23	94
O=S(Cc1cc(Oc2ccccc2)nc(-c2ccccc2)n1)c1ccccc1 (stereo not given)	102	103	105	5	102	8	103	7	20	36	107
Cn1c(NC(=O)/C=C/c2ccco2)cc(=O)n(C)c1=O	100	102	100	4	98	-34	99	-8	5	4	99
O=C(NCc1ccco1)C(=O)N1CCCC1	97	102	102	7	107	-32	101	-9	18	11	100
CC1Cc2ccccc2N1Cc1nc2cc(C(F)(F)F)ccc2c(=O)[nH]1 (stereo not given)	97	101	100	8	98	-32	100	0	15	7	102
CCC1CCCCN1S(=O)(=O)c1ccc(NC(=O)CSc2ncccc2C(=O)O)cc1 (stereo not given)	u	u	u	12	u	-13	u	x	15	25	u
COc1ccc(OCCNC2CCCC2)cc1	102	101	102	0	97	3	98	-28	9	15	103
CCCn1c(=O)c2c(C(=O)OCC)cc(-c3ccco3)nc2n(CCC)c1=O	98	100	99	-11	99	-26	100	x	14	4	101
FCCCOc1ccc(-c2nccc(-c3ccc(F)cc3)n2)cc1	92	98	96	-10	90	12	94	-24	30	12	99
O=C(Nc1ccc2c(c1)OCCO2)C1CCN(S(=O)(=O)Cc2ccccc2)CC1	100	100	97	17	100	-1	102	x	15	10	99
Cn1c(CNC(=O)c2ccc(Cl)c(Cl)c2)nnc1SCC(=O)Nc1sc2c(c1C#N)CCCC2	92	102	96	-83	104	-29	101	3	8	12	98
O=C1OCCC1Sc1nc2ccccc2n1Cc1ccccc1 (stereo not given)	90	94	92	0	92	-17	94	9	26	12	95
Cn1c(=Nc2ccccc2)sc2ccccc21	98	95	96	-4	98	-1	97	9	36	5	97
CN1C(=O)NC(NC(=O)c2cccs2)(C(F)(F)F)C1=O (stereo not given)	98	102	100	3	105	-18	104	6	7	11	100
O=C1c2ccccc2C(=O)N1CCCOCc1c[nH]c(=O)[nH]c1=O	98	100	107	-11	99	4	101	x	25	33	102
Cc1ccc(NC2=Nc3ccccc3CS2)cc1	95	96	99	13	99	-14	98	x	29	8	99
CC1=NNC(=O)C1CC(=O)N/N=C(\C)c1ccco1 (stereo not given)	96	101	103	112*	108	-51	101	6	12	x	101
O=C(O)c1cccc(Cn2cc(Br)cn2)c1	97	100	100	17	97	13	101	11	52	11	102
COc1cc(C(=O)NC(=S)NCc2ccco2)cc(OC)c1OC	96	98	96	11	99	-62	98	x	79	10	97
OC(c1ccccc1)c1nccn1Cc1ccccc1 (stereo not given)	u	u	u	-5	u	-4	u	x	18	37	u
Oc1ccccc1CNc1ccc(OC(F)(F)F)cc1	94	98	98	57*	102	-78	96	-15	13	10	95
CCOC(=O)c1cnn(Cc2ccccc2)c1N	100	105	107	-7	103	-29	104	4	32	4	103
CCn1ncc(Br)c1C(=O)Nc1nccs1	101	102	107	-17	104	-2	101	x	31	15	103
Cc1cc[n+](CC(=O)Nc2cc(C(F)(F)F)ccc2Cl)cc1	98	99	104	-7	99	-5	96	x	11	30	101
O=c1[nH]c(/C=C/c2ccc(OC(F)F)cc2)nc2c1cnn2-c1ccccc1	96	94	95	-2	95	-21	94	1	15	17	94
Cc1c(C(=O)Nc2nnc(SCc3ccccc3Cl)s2)cccc1[N+](=O)[O-]	99	99	101	1	100	-24	99	-19	x	9	99
Cc1nc2c(Br)c3nc(C(F)(F)F)[nH]c3c(Br)c2[nH]1	90	94	88	48	94	11	89	x	38	11	92
Cc1ccc(CNc2ccc(S(=O)(=O)N3CCOCC3)cc2[N+](=O)[O-])cc1	99	98	100	2	97	-13	97	x	13	13	98
O=C(CSc1nc2ccc(NC(=O)CSc3nnnn3-c3ccccc3)cc2s1)Nc1ccccc1	100	99	105	46	98	34	97	x	24	12	103
CN(C)/C=C/C(=O)/C=C/c1ccc(Cl)cc1	99	99	99	4	102	-46	101	-13	14	6	102
COc1ccc(N=Cc2c(O)c3ccccc3oc2=O)cc1	99	95	100	10	99	-22	96	x	11	14	97
COc1ccccc1NC(=O)COc1ccc(C(=O)OCC(=O)NC(C)(C)C)cc1OC	95	99	97	5	102	-20	98	3	10	16	95
COc1ccc(C)cc1NC(=O)Nn1cnnc1	100	100	101	2	96	-29	97	3	19	30	101

Another view of some results above:
Under each structure – Rac1 mut GTP | HRas wt GTP | Rac1 wt modul | Mcl1-Noxa inh | Rab7 wt modul | Mcl1-Bid inh | Rab2 wt GTP | Pf gamet viab | GSH fluor | Avidin bead fluor | Cdc42 wt GTP
CCC(C)(C)NC(=O)c1cc([N+](=O)[O-])ccc1N1CCCCC1
  101 | 101 | 103 | -20 | 96 | 3 | 101 | -44 | 14 | 13 | 104
Cc1cccc(C)c1NC(=S)N(CCN(C)C)C(C)c1cccnc1 (stereo not given)
  95 | 96 | 102 | -4 | 92 | -14 | 97 | 5 | 17 | 10 | 95
CC12CCC(C(=O)N(CC(=O)O)C1=O)C2(C)C (stereo not given)
  94 | 95 | 96 | 19 | 96 | 7 | 97 | 11 | 16 | 11 | 94
Cc1cccc2cc(/C=N/NC(=O)CN3CCCCC3)c(Cl)nc12
  97 | 99 | 104 | 7 | 96 | -9 | 97 | x | 18 | 11 | 96
COc1ccccc1/C=N/NC(=O)C(=O)N1CCN(c2ccccc2OC)CC1
  103 | 103 | 104 | 9 | 99 | -31 | 102 | x | 9 | 15 | 103
CCOC(=O)C1CCN(C(=O)c2cn(C)c(=O)c3cc(OC)c(OC)cc23)CC1
  99 | 101 | 104 | 24 | 98 | 2 | 101 | x | 28 | 40 | 103
CCOc1ccc(NS(=O)(=O)c2ccc(NS(=O)(=O)c3ccc(SC)cc3)cc2)cc1
  98 | 97 | 102 | 5 | 97 | 18 | 97 | x | 61 | 6 | 99
CC1=CC(=O)C=C(C)C1=NOc1ccc([N+](=O)[O-])cc1
  95 | 93 | 95 | 22 | 93 | 35 | 92 | 15 | 11 | 23 | 94
O=S(Cc1cc(Oc2ccccc2)nc(-c2ccccc2)n1)c1ccccc1 (stereo not given)
  102 | 103 | 105 | 5 | 102 | 8 | 103 | 7 | 20 | 36 | 107
Cn1c(NC(=O)/C=C/c2ccco2)cc(=O)n(C)c1=O
  100 | 102 | 100 | 4 | 98 | -34 | 99 | -8 | 5 | 4 | 99
O=C(NCc1ccco1)C(=O)N1CCCC1
  97 | 102 | 102 | 7 | 107 | -32 | 101 | -9 | 18 | 11 | 100
CC1Cc2ccccc2N1Cc1nc2cc(C(F)(F)F)ccc2c(=O)[nH]1 (stereo not given)
  97 | 101 | 100 | 8 | 98 | -32 | 100 | 0 | 15 | 7 | 102
CCC1CCCCN1S(=O)(=O)c1ccc(NC(=O)CSc2ncccc2C(=O)O)cc1 (stereo not given)
  u | u | u | 12 | u | -13 | u | x | 15 | 25 | u

(next part)
SMILES	Rac1 mut GTP	HRas wt GTP	Rac1 wt modul	Mcl1-Noxa inh	Rab7 wt modul	Mcl1-Bid inh	Rab2 wt GTP	Pf gamet viab	GSH fluor	Avidin bead fluor	Cdc42 wt GTP
CN(C)c1nc(SCC(=O)Nc2ccccc2)nc(N2CCOCC2)n1	95	99	99	10	102	-9	100	-29	9	30	96
O=C(CSc1ncccn1)N/N=C/c1cccc([N+](=O)[O-])c1	100	100	102	41	102	-13	101	x	19	14	100
CCOc1ccc(NC(=O)CC)cc1	92	96	97	2	99	-17	97	12	21	10	97
COc1ccc(C(=O)NCCn2ccc3ccccc32)cc1OC	100	105	104	-8	103	-45	102	x	15	6	102
COC(=O)c1sccc1NC(=O)Nc1cccc(C(C)=O)c1	91	92	87	-7	103	-12	90	15	11	7	87
CCn1c2ccccc2c2cc(NC(=O)N3CCOCC3)ccc21	97	98	95	18	96	-16	97	2	13	47*	99
COCCn1c(SC(C)C(=O)Nc2ccc3c(c2)OCCO3)nc2ccccc2c1=O (stereo not given)	99	102	104	12	101	-39	104	11	5	18	109
Cc1ccc2c(c1)N(Cc1ccncc1)C(=O)C(C)O2 (stereo not given)	99	99	106	-25	97	-18	99	17	18	21	101
O=C1C(c2ccc(F)cc2)N(CC2COc3ccccc3O2)C(=O)CN1C1CCCCC1 (stereo not given)	101	105	104	-7	100	-5	104	-2	22	23	104
CC(=O)Nc1cccc(OCC(=O)/C=C2\N(C)c3ccccc3C2(C)C)c1	96	93	97	-11	95	-22	94	-31	11	24	95
COc1ccc2c(c1)sc(=N)n2CC(=O)Nc1cc(C)cc(C)c1	97	101	100	11	104	-33	100	x	18	11	98
Fc1ccc(NC(=S)N2CCCc3ccccc32)cc1	93	93	93	4	91	-41	90	x	14	36	93
CC(CCc1ccccc1)NC(=O)COC(=O)CC1CC2CCC1C2 (stereo not given)	96	99	98	2	99	-10	96	0	17	7	94
CCOC(=O)c1c(NC(=O)Cn2nc([N+](=O)[O-])c(Br)c2C)sc2c1CCC(C)C2 (stereo not given)	95	100	100	10	98	-12	96	x	9	10	98
COC(=O)/C(=C\c1ccc([N+](=O)[O-])o1)NC(=O)c1ccccc1	97	98	101	-11	99	-3	101	x	26	33	100
Cn1cc(C(=O)NCc2cccnc2)c(=O)c2cc(S(=O)(=O)N3CCCCCC3)ccc21	96	95	101	2	91	-5	97	x	11	8	96
CCCn1nnc(NC(=O)COc2ccc(Cl)cc2)n1	100	100	102	0	98	11	100	1	14	32	103

Copied from the list.
In Rac1 mut GTP, `CCCn1nnc(NC(=O)COc2ccc(Cl)cc2)n1` has the entry 100
In Rab2 wt GTP, `Fc1ccc(NC(=S)N2CCCc3ccccc32)cc1` has the entry 90
